SW480 rereplic: A quantitative high throughput screen for small molecules that induce DNA re-replication in SW480 colon adenocarcinoma cells; SW480 DNA re-replication, Hoechst DNA content imaging, 48 h; Potency, µM (doses to about 46.1 µM), for the others: at the top dose re-replication activation, most hits filed as activators; 1.8% of 340,000 active; AID 624297, 2012; further: potency means the concentration at half of the fitted maximal effect; % of control where 0% means no effect; nearly all actives have a fitted effect of over 55% in size
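Hoechst fluorescence of nuclei (405 nm excitation, 500-530 nm emission) measured by plate-scanning imager after 48 hr compound exposure at 37 C; re-replication scored as increased number of nuclei with elevated intensity.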
KB-3-1 tox: qHTS assay for MDR1-selective chemotherapeutics: Primary screen using the parental adenocarcinoma cell KB-3-1. KB-3-1 viability, CellTiter-Glo ATP luminescence, 72 h. Potency, µM (doses to about 46.1 µM), without a hit: at the highest dose activity change, negative = cytotoxic, most hits filed as cytotoxic. 1.4% of 400,000 active; further: potency means the concentration at half of the fitted maximal effect; on the % scale 0 is the no-effect control and ±100 the full control effect; nearly all actives have a fitted effect of over 60% in size
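Screening of KB-3-1 cells (DMEM, 10% FBS, phenol-red free) ran from lowest to highest compound concentration; after 72 h at 37 °C viability was read luminescently and curves fitted.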
D3 ag: qHTS of D3 Dopamine Receptor Agonist: qHTS | max activation, % | D(3) dopamine receptor (Homo sapiens), P35462 | AID 652048, 2013 | 0.58% of 410,000 active | D3R DiscoveRx beta-arrestin cells, luminescence, 90 min; in the data active means max activation above about 30%; further: 0% is about no effect; mostly tested at two doses, the higher about 12 µM
Target sequence (P35462 whole entry, looked up): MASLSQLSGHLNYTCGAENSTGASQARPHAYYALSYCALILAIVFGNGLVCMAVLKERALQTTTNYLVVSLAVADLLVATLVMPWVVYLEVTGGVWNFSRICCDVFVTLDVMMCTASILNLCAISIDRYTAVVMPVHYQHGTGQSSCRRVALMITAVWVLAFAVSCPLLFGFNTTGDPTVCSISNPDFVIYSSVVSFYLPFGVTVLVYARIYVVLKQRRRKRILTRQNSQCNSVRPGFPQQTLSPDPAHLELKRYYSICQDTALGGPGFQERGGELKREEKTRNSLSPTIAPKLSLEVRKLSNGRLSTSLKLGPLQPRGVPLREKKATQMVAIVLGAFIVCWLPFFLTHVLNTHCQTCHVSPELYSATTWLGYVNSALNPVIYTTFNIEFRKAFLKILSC
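Agonist mode: compounds and dopamine controls were applied to plated cells for 90 min at 37 degrees C after an overnight attachment at 1500 cells/well. Luminescent read-out followed 30 - 60 minutes at room temperature with DiscoveRx detection reagent.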
HT1080NT lethal: qHTS for induction of synthetic lethality in tumor cells producing 2HG: qHTS for the HT-1080-NT fibrosarcoma cell line. HT-1080-NT fibrosarcoma viability, CellTiter-Glo ATP luminescence, 48 h. Potency, µM (doses to about 46.1 µM), for the others: top-dose activity, negative = less viability, hits mostly cytotoxic. 1.6% of 360,000 active. AID 686970, 2013;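 further: NT is the 2HG producing partner of a matched IDH1 knockdown line; potency means the concentration at half of the fitted maximal effect; 0% = DMSO-treated cells and -100% = media-only wells without cells; nearly all actives have a fitted effect of over 55% in size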
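750 cells/well, RPMI + 5% FBS; 2 h settle, compound pin-transfer, 48 h at 37 degrees C. CellTiter-Glo 10 min RT, luminescence. Normalized to DMSO and media-only wells.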
MCF10A rerep: A quantitative high throughput screen for small molecules that induce DNA re-replication in MCF 10a normal breast cells | MCF 10A DNA re-replication, Hoechst nuclear intensity, 48 h | Potency, µM (series often up to 46.1 µM), for inactives: at the top dose activity, positive = re-replication, most hits filed as activators | 2.9% of 350,000 active | AID 624296, 2012; further: potency means the concentration at half of the fitted maximal effect; % of control where 0% means no effect; nearly all actives have a fitted effect of over 50% in size
HT1080 IDH1KD tx: qHTS for induction of synthetic lethality in tumor cells producing 2HG: qHTS for the HT-1080-IDH1KD cell line. Potency, µM (top dose mostly 46.1 µM), inactives show at the top dose activity, negative = toxicity, usual class: cytotoxic. HT-1080 IDH1 knockdown viability, ATP luminescence, 48 h. 2% of 360,000 active;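 further: potency means the concentration at half of the fitted maximal effect; 0% = DMSO wells and -100% = cell-free medium wells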
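After a 2 h attachment period, IDH1KD HT-1080 cells took pin-transferred compound for 48 h at 37 °C; ATP-based luminescence after 10 min room-temperature reagent incubation reported viability.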
HEK293 tox: qHTS of GLP-1 Receptor Inverse Agonists: Cytotox Screen. HEK293 cAMP-luciferase reporter cells, luminescence, 24 h. Potency, µM (top dose mostly 38.3 µM), for inactives: top-dose activity change, negative = inhibition, most hits filed as inhibitors. 0.13% of 410,000 active;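 further: loss of luciferase light is scored as toxicity; potency means the concentration at half of the fitted maximal effect; on the % scale 0 is the no-effect control and ±100 the full control effect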
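Compound-treated cells are incubated 24 hr at 37 deg C under 5% CO2 after a 12 hour attachment period, then luciferase detection reagent is added and luminescence is measured following 12 min at room temperature; lowered signal indicates toxicity.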
IL1B secr inh: qHTS for Inhibitors of Inflammasome Signaling: IL-1-beta AlphaLISA Primary Screen; THP-1 LPS/ATP IL-1B secretion, AlphaLISA, 16 h; hits give low values; activity change, % at 57.5 µM; 4.7% of 360,000 active; in the data active means activity change below about -50%; inconclusive means mostly about -30% to -49%; further: on the % scale 0 is the no-effect control and ±100 the full control effect
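THP-1 cells pretreated 1 hr with compounds (up to 57.5 uM final), then stimulated with LPS (250 ng/mL final) plus ATP (1.25 mM final); secreted IL-1B measured by AlphaLISA after 16 hr, decreased signal indicating inhibition.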
KB-V1 cytotox: qHTS assay for MDR1-selective chemotherapeutics: Primary screen using the drug-selected MDR subline cells KB-V1; KB-V1 MDR cells viability, CellTiter-Glo, 72 h; Potency, µM (doses to about 46.1 µM), inactives show at the highest dose activity change, negative = cytotoxicity, actives largely listed as cytotoxic; 3.4% of 400,000 active; further: potency means the concentration at half of the fitted maximal effect; on the % scale 0 is the no-effect control and ±100 the full control effect; nearly all actives have a fitted effect of over 60% in size
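Cytotoxicity toward P-gp-expressing KB-V1 cells was determined as loss of CellTiter-Glo luminescence after 72 h at 37 degrees C. Compounds were tested in quantitative HTS format across a concentration range, with curves fitted to normalized data.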
The depositor's hits bear a star; ? = inconclusive; nt = no result given; & = joins results of further samples; [ ] = another dose, or the depositor's remark. Unless noted, the call rests on the fitted dose curve; in most records, active means well fitted curve in the direction sought with a large enough effect; inconclusive means small, poorly fitted or top-dose-only effect, or another doubt; inactive means no such curve, though single readings can be large; an effect the other way counts as inactive or inconclusive.

compound | D3 ag | KB-3-1 tox | HEK293 tox | HT1080NT lethal | MCF10A rerep | KB-V1 cytotox | SW480 rereplic | IL1B secr inh | HT1080 IDH1KD tx
COP(=S)(OC)Oc1ccc(Sc2ccc(OP(=S)(OC)OC)cc2)cc1 | 13&0 | -6% | 3% | -10% | ? | 0% | 11%&-3% | 16 | -1%
COc1ccc(N2C(=O)/C(=C/c3cccs3)C(=O)NC2=S)cc1 | -11 | -6% | -2% | 10% | ? | ? | ? | 3 | -1%
CCOP(=O)(OCC)C(NC(=O)CN1C(=O)c2ccccc2S1(=O)=O)C(Cl)(Cl)Cl (centres undefined) | 6 | 1% | 4% | 16% | -10% | ? | -2% | 35 | 13%
C=CCN1CC[C@]23c4c5ccc(O)c4O[C@H]2C(=O)CC[C@@]3(O)[C@H]1C5 | 20&4&6&-64 | 0%&0% | 4%&-1% | 0%&8% | -3%&0% | -2%&3% | ? | -15&-8 | -2%&-1%
CCn1c(=O)oc2cc(NC(=O)CCl)ccc21 | 0 | ? | ? | 8.2µM* | ? | ? | ? | -100* | 5.2µM*
COC(=O)[C@]1(C)C[C@H]1[C@H](NP(=O)(c1ccccc1)c1ccccc1)c1ccccc1 | -7 | 1% | -8% | -3% | 0% | -1% | ? | 3 | 5%
Cc1cnn(C2CCN(C)CC2)c1N | -1 | -3% | 5% | 10% | 10% | -10% | -5% | 4 | 5%
CCN(CC)c1ccc(/C=C/[N+](=O)[O-])cc1 | -2 | ? | 33%[activator] | ? | ? | ? | ? | -18 | 16µM*
Cc1ccc2cc3c(NC(=O)C(C)C)nn(C)c3nc2c1 | 1 | 3% | 118%[activator] | -8% | 7% | -11% | 2% | -1 | -8%
Cc1cccc(CN2CCCN(Cc3ccc(Cl)cc3)S2(=O)=O)c1 | 1 | 8% | -15% | 3% | 7% | 7% | -2% | -18 | 6%
Cc1ccc(CN2CCN(Cc3ccccc3)CC2)cc1 | -7 | -13% | 3% | 0% | 9% | -5% | -7% | 10 | -2%
Cc1nc2ccccc2c(=O)n1-c1cccc(O)c1 | 0 | -3% | 17% | 3% | 27% | 9% | -6% | 34 | 13%
CCCCc1ccc(C2C3=C(CC(C)(C)CC3=O)NC3=C2C(=O)c2ccccc23)cc1 (centres undefined) | -2 | ? | ? | -6% | -3% | 16µM* | -8% | ? | -19%
Fc1ccc(N2CCN(c3nc(CN4CCOCC4)nc4scc(-c5ccccc5)c34)CC2)cc1 | 0 | -10% | ? | -29% | ? | -7% | -11% | -1 | ?
CCNC(=S)NCCC1=c2ccccc2=N/C1=C\c1c(O)n(C)c(=O)n(C)c1=O | -8 | 4% | 2% | -2% | ? | 4% | ? | 0 | -1%
O=C1N=NC2=C1c1c3ccccc3c(O)n1CC2 | 14 | 6% | 1% | 0% | -32%[inhibitor] | 13% | -4% | -21 | 16%
Cc1ccc2c(c1)NP(=S)(Oc1ccccc1)N2 (centres undefined) | 1 | 0% | 6% | 11% | 0% | 19% | 2% | -6 | 16%
O=C(NCc1cccnc1)Nc1ccccc1Cl | 1 | 18% | ? | -4% | 15% | ? | -10% | -4 | 1%
CCOc1ccc(CC2(CCc3ccncc3)C(=O)NC(=O)NC2=O)cc1 | -9 | -13% | -9% | -8% | 1% | -22% | -5% | 5 | -14%
O=C(Nc1ccccc1)c1c(O)c2c(n(Cc3ccco3)c1=O)CCCC2 | 9 | ? | 1% | 13% | 2% | -1% | -4% | 25 | 10%
C[C@]12CCC(=O)C=C1CC[C@@H]1C2CC[C@]2(C)C(=O)CCC12 (some centres undefined) | -2 | -3% | 2% | 5% | -2% | -20% | -8% | -16 | 8%
COc1ccc(Cn2c(O)c(/C=C3/C=CC=N3)c(=O)[nH]c2=O)cc1 | 2 | -9% | 16% | -2% | ? | -20% | ? | 17 | 3%
O=C1NC(=O)[C@]2(Cc3ccccc3N3CCN(c4ccccc4)CC32)C(=O)N1Cc1ccccc1 (some centres undefined) | 4 | -18% | -5% | -2% | 9% | -2% | -7% | -23 | -2%
O=S(=O)(c1ccccc1)c1ccc(NCc2ccco2)cc1 | 1 | -5% | -5% | -2%[9.24 µM] | 0% | -24% | -3% | 7 | ?
Cn1c(O)c(C=Nc2ccccc2Sc2ccccc2)c(=O)n(C)c1=O | -3 | 6% | 3% | 17% | -5% | 5% | 1% | 1 | 22%
O=C(/C=C/c1c[nH]c2ccccc12)c1c(O)n(CCc2ccccc2)c(=O)[nH]c1=O | 3 | -4% | 0% | 9% | 16µM* | ? | 18µM* | nt | 15%
CC(=O)N1CN2CN(C(C)=O)CC(C(=O)c3ccc([N+](=O)[O-])cc3)(C2)C1 | 9 | 19% | -6% | 5% | 6% | 15% | -10% | 5 | -2%
O=C(c1cc(-c2ccncc2)nc2ccccc12)N1CCC2(CC1)OCCO2 | -1 | -4% | -17% | 10% | 6% | ? | 0% | 0 | 8%
N#CC1c2ccccc2C=CN1C(=O)c1ccc(N(CCCl)CCCl)cc1 (centres undefined) | -7 | -8% | -7% | -9% | nt | -20% | nt | ? | -16%
N#Cc1ccc(OCC(=O)N2CCN(Cc3ccc4c(c3)OCO4)CC2)cc1 | -1 | -14% | 9%[0.307 µM] | 0% | 7% | ? | -10% | -2 | -15%

Reformatted: entries from further up.
canonical_smiles: COc1ccc(Cn2c(O)c(/C=C3/C=CC=N3)c(=O)[nH]c2=O)cc1
  D3 ag = 2 | KB-3-1 tox = -9% | HEK293 tox = 16% | HT1080NT lethal = -2% | MCF10A rerep = ? | KB-V1 cytotox = -20% | SW480 rereplic = ? | IL1B secr inh = 17 | HT1080 IDH1KD tx = 3%
canonical_smiles: CC(=O)N1CN2CN(C(C)=O)CC(C(=O)c3ccc([N+](=O)[O-])cc3)(C2)C1
  D3 ag = 9 | KB-3-1 tox = 19% | HEK293 tox = -6% | HT1080NT lethal = 5% | MCF10A rerep = 6% | KB-V1 cytotox = 15% | SW480 rereplic = -10% | IL1B secr inh = 5 | HT1080 IDH1KD tx = -2%
canonical_smiles: N#Cc1ccc(OCC(=O)N2CCN(Cc3ccc4c(c3)OCO4)CC2)cc1
  D3 ag = -1 | KB-3-1 tox = -14% | HEK293 tox = 9%[0.307 µM] | HT1080NT lethal = 0% | MCF10A rerep = 7% | KB-V1 cytotox = ? | SW480 rereplic = -10% | IL1B secr inh = -2 | HT1080 IDH1KD tx = -15%
canonical_smiles: Cn1c(O)c(C=Nc2ccccc2Sc2ccccc2)c(=O)n(C)c1=O
  D3 ag = -3 | KB-3-1 tox = 6% | HEK293 tox = 3% | HT1080NT lethal = 17% | MCF10A rerep = -5% | KB-V1 cytotox = 5% | SW480 rereplic = 1% | IL1B secr inh = 1 | HT1080 IDH1KD tx = 22%

Continued.
compound | D3 ag | KB-3-1 tox | HEK293 tox | HT1080NT lethal | MCF10A rerep | KB-V1 cytotox | SW480 rereplic | IL1B secr inh | HT1080 IDH1KD tx
COc1cc2[nH]c(=O)n(-c3cccc(Cl)c3)c(=O)c2cc1OC | 3 | 5% | -7% | 11% | 0% | -2% | 3% | -2 | 5%
CC12CC[C@H]3[C@@H](CCC4(O)C[C@H](O)CCC34/C=N/NC(=O)c3ccccc3[N+](=O)[O-])C1(O)CCC2C1=CC(=O)OC1 (some centres undefined) | 1 | 9.2µM* | -19% | ? | 16µM* | ? | 7% | ? | ?
CCCC1(CCC)C(=O)NC(=Nc2ccccc2)NC1=O | -4 | -2% | 4% | 8% | -5% | -10% | 0% | -1 | 8%
Cn1c(O)c(C(=NCCN2CCCCC2)c2ccccc2Cl)c(=O)n(C)c1=O | -1 | -7% | 4% | -5% | 9% | ? | 1% | 2 | 0%
O=C(O)c1cccc2c1NC(C(=O)O)C1CC(Sc3ccccc3[N+](=O)[O-])C(Cl)C21 (centres undefined) | 0 | 7% | -25% | 2% | 0% | -6% | -3% | -7 | 0%
CCOc1ccc(/C=C2/C(=O)NC(=O)N(CCc3ccc(F)cc3)C2=O)cc1 | 1 | 0% | 3% | 1% | -13% | -1% | 0% | 4 | 0%
CCOP(=O)(CCP(=O)(OCC)OCC)OCC.C[CH2][Sn]([Cl])([Cl])[CH2]C | -21 | ? | 13µM* | ? | ? | ? | ? | -100* | 4.6µM*
CC(N)Cc1c[nH]c2ccc(O)cc12 (centres undefined) | 13 | 0% | 5% | ? | -5% | 4% | -51%[inhibitor] | 0 | 4%
CCOc1ccc(N2C(=O)CC(Sc3nc(C)cc(C)n3)C2=O)cc1 (centres undefined) | -13 | 0% | -2% | ? | -1% | 4% | -6% | 36 | -7%
Nc1c(Br)cc([N+](=O)[O-])cc1[N+](=O)[O-] | 19 | 0% | -8% | 13% | 1% | -2% | -2% | 2 | -1%
Cn1c(O)c(C=NC2CCCCCC2)c(=O)[nH]c1=S | -6 | -12% | 8% | -3% | -7% | -1% | -13% | -9 | 1%
CC(Cc1ccsc1)NCc1cn[nH]c1-c1ccc(F)cc1F (centres undefined) | -2 | -5% | 9% | -15% | 2% | -16% | -2% | -54* | -21%
FC(F)(F)c1ccccc1CNCCc1c[nH]c2ccccc12 | -12 | -1% | 19% | -23% | 10µM* | -2% | ? | -4 | -13%
Cc1nc2ccc(NC(=O)c3cccc(S(=O)(=O)N(C)c4ccccc4)c3)cc2s1 | -7 | ? | ? | ? | 12% | ? | 2% | 37 | ?

Assay outcomes from PubChem BioAssay.

Some of the compounds tested (hit frequency here may not be typical).
